Screening results from PubChem.
mcGAS RapidFire = blocks mouse cGAS cGAMP production; recombinant mouse cGAS, cGAMP by RapidFire MS; AID 1259397; hit rate 0.18% among 130,000; inhibition, % at 12.5 µM;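 active means inhibition of cGAS enzyme activity at or above 60%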;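 further: enzyme stimulated by 45 bp dsDNA with ATP and GTP substrates; cGAMP share of summed cGAMP plus half ATP and half GTP signals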
Target sequence (Q8C6L5 whole entry, looked up): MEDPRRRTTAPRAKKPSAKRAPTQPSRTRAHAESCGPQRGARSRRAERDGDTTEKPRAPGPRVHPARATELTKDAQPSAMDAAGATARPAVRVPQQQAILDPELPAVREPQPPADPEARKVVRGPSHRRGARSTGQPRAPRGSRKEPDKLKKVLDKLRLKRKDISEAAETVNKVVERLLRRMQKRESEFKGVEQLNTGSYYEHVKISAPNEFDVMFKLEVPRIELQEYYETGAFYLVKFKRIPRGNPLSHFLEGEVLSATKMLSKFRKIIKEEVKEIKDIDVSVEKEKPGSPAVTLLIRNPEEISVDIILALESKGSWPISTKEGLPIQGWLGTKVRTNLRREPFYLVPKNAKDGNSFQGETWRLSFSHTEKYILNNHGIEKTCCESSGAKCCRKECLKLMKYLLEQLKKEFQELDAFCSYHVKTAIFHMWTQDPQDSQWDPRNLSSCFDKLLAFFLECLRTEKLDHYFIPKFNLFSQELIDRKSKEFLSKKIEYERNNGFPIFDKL
Starred values were filed as active, the others as inactive; & = joins results of further samples.

For COc1ccc(Br)cc1S(=O)(=O)Nc1ccc2c(c1)CCC2 the results were mcGAS RapidFire -6.
`O=c1c2cnc(N3CCOCC3)nc2ccn1-c1ccccc1F` gave mcGAS RapidFire 0.
For CC1=NN(CC(=O)c2ccc(Cl)cc2)c2nc3c(c(=O)n(C)c(=O)n3C)n2C1C (stereo not given) the results were mcGAS RapidFire 2.
O=C(Nc1cccc2ccccc12)N(Cc1cccs1)C1CC1 was read as mcGAS RapidFire 5.
For O=C(Nc1ccc(OCC(F)(F)F)nc1)N1CCCCCCC1 the results were mcGAS RapidFire -3.
For Cc1ccc(CN2CCN(Cc3ccc(C)s3)CC2CCO)o1 (stereo not given) the results were mcGAS RapidFire -13&-7.
Screening CSc1ccc(CNC2=NCCCN2)cc1 returned mcGAS RapidFire -2.
For Nc1cc(F)c(N2CC3CCC2C3)cc1C(=O)O (stereo not given) the results were mcGAS RapidFire -9.
Screening Cc1sc(=NC(=O)c2cccc(C(F)(F)F)c2)n(Cc2ccccc2C(=O)O)c1C returned mcGAS RapidFire 14.
CCCCCCCCCc1ccc(C(=O)Nc2nnc(SCC)s2)cc1 was read as mcGAS RapidFire -16.
CCSc1nnc2n(-c3ccc(OC)cc3)c(=O)c3c4c(sc3n12)CCCC4 was read as mcGAS RapidFire -35.
`NC(=O)C1CCN(C(=O)C2(c3cccc(C(F)(F)F)c3)CCCC2)C1` (stereo not given) gave mcGAS RapidFire -15.

Of the compounds above, these have four or more nitrogen atoms:
`O=c1c2cnc(N3CCOCC3)nc2ccn1-c1ccccc1F` gave mcGAS RapidFire 0.
For CC1=NN(CC(=O)c2ccc(Cl)cc2)c2nc3c(c(=O)n(C)c(=O)n3C)n2C1C (stereo not given) the results were mcGAS RapidFire 2.
CCSc1nnc2n(-c3ccc(OC)cc3)c(=O)c3c4c(sc3n12)CCCC4 was read as mcGAS RapidFire -35.

(continued)
`Cc1cc(C)c2ccc(N)nc2n1` gave mcGAS RapidFire -7.
`O=C(O)C1CSCN1` (stereo not given) gave mcGAS RapidFire 2.
Screening CC(C)C(=O)OCc1cnc(-c2cccs2)o1 returned mcGAS RapidFire -3.
Screening COC(=O)[C@@H]1C[C@H](NC(=O)c2ccc(-c3ccccc3)[nH]2)CN1C returned mcGAS RapidFire -22.
`O=C(Nc1ccc2c(c1)CCCN2C(=O)C1CC1)c1cc(Br)ccc1Cl` gave mcGAS RapidFire -1.
Screening C=CCn1cc(/C=C(/C#N)c2ccccc2F)c2ccccc21 returned mcGAS RapidFire -5.
For CN1CCC(Cc2nccc(-c3cc(C(=O)O)ccn3)n2)CC1 the results were mcGAS RapidFire 3.
Cc1ccc(C(C)C)c(OCC(=O)NNC(=O)/C=C/c2ccc3c(c2)OCO3)c1 was read as mcGAS RapidFire 4.
For Cc1nn(-c2ccc(N3CCOCC3)nn2)c2c1C(c1ccccc1OCc1ccccc1)CC(=O)N2 (stereo not given) the results were mcGAS RapidFire 2.
For CC(C)(C)C1CCC2(CC1)C(C(=O)c1ccc(F)cc1)C2(C#N)C#N (stereo not given) the results were mcGAS RapidFire -12.
COC(=O)c1c(CN2CCCC(C(F)(F)F)C2)[nH]c2ncccc12 (stereo not given) was read as mcGAS RapidFire 0.
CC(C)CCn1c(N2CCC(C(N)=O)CC2)nc2c1c(=O)n(C)c(=O)n2C was read as mcGAS RapidFire -11.
Screening CN1C[C@@H]2CC[C@H](CC1=O)N2C(=O)c1cc2ccccn2n1 returned mcGAS RapidFire -2.
Screening CNc1ccc(-c2cccc(C(=O)NC3CC3)c2)cn1 returned mcGAS RapidFire -4.
Screening COc1ccc(CN2CCNC(=O)C2CC(=O)NCCn2nc(C)cc2C)c(F)c1 (stereo not given) returned mcGAS RapidFire 8.
Screening Cc1ccc2nc(CN(C)C(=O)c3cc(CC(C)C)on3)[nH]c2c1 returned mcGAS RapidFire -4.
For CCCN(CC(F)(F)F)C(=O)C1CCCNC1 (stereo not given) the results were mcGAS RapidFire -4.
For CC(=O)Nc1ccc(/C=C2\C(=O)c3c(O)ccc(Cl)c3C2C)cc1 (stereo not given) the results were mcGAS RapidFire 7.
Screening CC(=O)NNc1nc(-c2cc(C)n(-c3ccc(C)cc3)c2C)cs1 returned mcGAS RapidFire -1.
Screening O=C(CN1CCOC1=O)N(CC1CCN(C2Cc3ccccc3C2)CC1)CC1CCCO1 (stereo not given) returned mcGAS RapidFire -12.
For COc1ccc(C(=O)NCC(=O)N2CCCC(C(=O)N(C)C)C2)cc1OC (stereo not given) the results were mcGAS RapidFire -8.
For Cc1cc(N2CCN(C)CC2)ccc1NC(=O)C(=O)NC(C)C(C)C (stereo not given) the results were mcGAS RapidFire 1.
Screening Cc1cncc(C(=O)NC2CCN(C(=O)CCc3ccccc3)C2)c1 (stereo not given) returned mcGAS RapidFire -55.
For COCCNC(=O)C(NC(=O)C1CCCC1)C1CCN(C(=O)c2ccccc2C)CC1 (stereo not given) the results were mcGAS RapidFire -5.
`CCN(Cc1cccc2nonc12)CC1CCCN(CCc2cccc(OC)c2)C1` (stereo not given) gave mcGAS RapidFire -5.
For O=C(NC1CCS(=O)(=O)C1)c1sc2ccccc2c1Cl (stereo not given) the results were mcGAS RapidFire 2.
For CC1CCCC(C)N(C(=O)CCN2CCCC2=O)C1 (stereo not given) the results were mcGAS RapidFire 3.
Screening O=C(c1ccc(Oc2cc(Cl)cc(Cl)c2)nc1)N1CCCC1 returned mcGAS RapidFire -8.
Screening CN1CCN(C2CCN(C(=O)c3ccccc3)CC2)CC1C(=O)O (stereo not given) returned mcGAS RapidFire 11.
O=C(O)c1cc(-c2ccoc2)cc(S(=O)(=O)N2CCCC2)c1 was read as mcGAS RapidFire -21.
`C=CCN(C(=O)CCc1c(C)nc(C)[nH]c1=O)c1nc2ccccc2s1` gave mcGAS RapidFire 1.
`NC(=O)C1CCCCN1Cc1cc(F)cc2c1OC(c1ccsc1)OC2` (stereo not given) gave mcGAS RapidFire -3.
COc1ccc(CCNC(=O)Cn2ncc(Br)c(Br)c2=O)cc1 was read as mcGAS RapidFire -12.
For COc1cccc(CNc2ncn[nH]2)c1OCc1ccc(Cl)cc1 the results were mcGAS RapidFire -25.
O=C1CCCCCN1CCC(=O)N1CCOC(CCCc2ccccc2)C1 (stereo not given) was read as mcGAS RapidFire -4.
CCSc1ccc(C(C)NC(=O)NC(C)Cn2cncn2)cc1 (stereo not given) was read as mcGAS RapidFire 3.
Screening CC1CCC2(CC1)NC(=O)N(NC(=O)CN1CCN(Cc3ccsc3)CC1)C2=O (stereo not given) returned mcGAS RapidFire -5.
CSc1nnc(CC2CCN(Cc3cccc4nsnc34)CC2)n1C was read as mcGAS RapidFire -31.
Screening O=C1c2oc3ccc(F)cc3c(=O)c2C(c2ccccc2F)N1c1ccccn1 (stereo not given) returned mcGAS RapidFire -3.
For O=C(NCc1cccnc1)c1cc2scc(Br)c2n1Cc1cccc([N+](=O)[O-])c1 the results were mcGAS RapidFire -11.
`COc1ccc(N(C(C)=O)S(=O)(=O)c2cccs2)cc1` gave mcGAS RapidFire -12.
For CN1CCCN(C(=O)c2cccnc2N2CCCC2c2ccccc2)CC1 (stereo not given) the results were mcGAS RapidFire -1.
Screening N#Cc1cccc(NC(=O)c2cc(Cl)c3c(c2)OCCCO3)c1 returned mcGAS RapidFire -3.
For Cc1cc(C)cc(NC(=O)CCNS(=O)(=O)c2cccnc2Cl)c1 the results were mcGAS RapidFire -1.
For Cc1[nH]c(=O)ccc1C(=O)NCC(C)(C)c1cccc(F)c1 the results were mcGAS RapidFire -17.
COC(=O)C(C)CC(=O)NCC(C)Oc1ccc(F)cc1 (stereo not given) was read as mcGAS RapidFire 2.
Cn1ncc2c(=O)n(CC(=O)Nc3cc(Cl)ccc3F)nnc21 was read as mcGAS RapidFire -12.
`CCn1ccnc1Cc1nc2ccc(C)cc2c(=O)[nH]1` gave mcGAS RapidFire -12.
O=C1CC2(CCN(C(=O)C(=O)Nc3ccccc3Cl)CC2)CN1 was read as mcGAS RapidFire -12.
For COc1ccc(NC(=O)c2ccoc2COc2ccc(C)cc2)cc1 the results were mcGAS RapidFire -10.
CCc1c(C)cc(C(=O)N(C)Cc2ccsc2)c(=O)n1C was read as mcGAS RapidFire -5.
Screening CC(C)(CNC(=O)C1CCOCC1)c1cccc(Br)c1 returned mcGAS RapidFire -14&10.
For Cc1cccc(C(=O)Nc2c(C)nc3c(C)cccn3c2=O)c1 the results were mcGAS RapidFire 14.
Screening Cc1occc1C(=O)N1CCNCC1C(=O)NCc1ccccn1 (stereo not given) returned mcGAS RapidFire -16.
Nc1nc2c(cnn2CCc2ccccc2)c2nc(-c3ccco3)nn12 was read as mcGAS RapidFire -10.
`Cc1nn(C)c(C)c1-c1ccnc(NCc2ccc3c(c2)OCO3)n1` gave mcGAS RapidFire -3.
Screening COc1ccc(C)cc1C(C)NCc1ccccc1OCC(=O)N1CCCC1 (stereo not given) returned mcGAS RapidFire 0.
For CCCn1ncc(C(=O)NCCn2ncc3ccccc3c2=O)c1C the results were mcGAS RapidFire -14.
`Clc1ccc(Cl)c(-c2ccc(CNCCN3CCCC3)o2)c1` gave mcGAS RapidFire -10.
Screening C=Cc1ccc(CN2C(=O)C(C)Sc3ccc(S(C)(=O)=O)cc32)cc1 (stereo not given) returned mcGAS RapidFire 10.
Screening CC(C(=O)Nc1ccc(Cl)cc1)N1CCCC1c1cccs1 (stereo not given) returned mcGAS RapidFire -2.
Screening Cc1cccc(NC(=O)c2ccc(=O)n(Cc3ccccc3Cl)c2)n1 returned mcGAS RapidFire -7.
Screening CCC1(C(=O)Nc2cccc(F)c2F)CCC1 returned mcGAS RapidFire -3.
CN1CCN(C(=O)c2cc(N)cc3[nH]ncc23)CC1 was read as mcGAS RapidFire -1.
For C=CCn1c(-c2ccncc2)n[nH]c1=S the results were mcGAS RapidFire -2.
For Cc1onc(-c2c(Cl)cccc2Cl)c1CN1CCOC(C(F)(F)F)C1 (stereo not given) the results were mcGAS RapidFire -12.
For CC1(C)C2CCC1(C)C(Oc1ccc([N+](=O)[O-])cc1F)C2 (stereo not given) the results were mcGAS RapidFire -9.
For CN(C)C(=O)N1CCN(C(=O)N(C)C)CC1 the results were mcGAS RapidFire -2.
Screening COc1ccc(OC)c(C2CCN(c3ncnc4[nH]ccc34)C2)c1 (stereo not given) returned mcGAS RapidFire 6.
`CCCc1ncc(C(=O)OC2CCCC2OC)s1` (stereo not given) gave mcGAS RapidFire -2.
Screening Clc1ccc(-c2nc3sccn3c2/C=N\OCc2ccc(Cl)c(Cl)c2)cc1 returned mcGAS RapidFire -11.
Screening Cc1ccsc1CN(CCN(C)C)Cc1cccc2cnccc12 returned mcGAS RapidFire -6.
`Cc1nc(CC(=O)NCc2cc(-c3cccc(F)c3)no2)c(C)s1` gave mcGAS RapidFire -17.
`COC(=O)c1ccc(NS(=O)(=O)c2ccsc2C(=O)OC)cc1` gave mcGAS RapidFire -2.
Screening Cc1csc(Cn2nc(CC3CCNCC3)n(-c3ccccc3)c2=O)n1 returned mcGAS RapidFire 12.
`Cc1ccc2[nH]c(C(=O)O)c(CN3CCC(N4CCCC4=O)CC3)c2c1` gave mcGAS RapidFire 6.
For C=CCn1c(SCC(=O)NC2CCCCC2)nc2sc3c(c2c1=O)CCCC3 the results were mcGAS RapidFire -23.
Screening Cc1c(C(=O)NC2CC(=O)N(CCc3ccccc3)C2)n(C)c2c(C)cccc12 (stereo not given) returned mcGAS RapidFire -28.
CCc1ccc(-c2ccc(NC3CCCCCC3)nn2)cc1S(N)(=O)=O was read as mcGAS RapidFire 1.
For O=S(=O)(Nc1nc(CN2CCCCC2)nc2sc3c(c12)CCCC3)c1cccs1 the results were mcGAS RapidFire -7.
C#CCNC(=O)CNC(=O)C1CCCCN1Cc1cccc(C)c1 (stereo not given) was read as mcGAS RapidFire -4.
Screening COc1cc(CN2CCN(Cc3ccncc3)CC2CCO)cc(OC)c1 (stereo not given) returned mcGAS RapidFire -3.
Cc1cc(C)n(-c2nc3cc(Cl)ccc3nc2Cl)n1 was read as mcGAS RapidFire -7.
`CCC(=O)N1CCC(c2nc(C)ccc2C(=O)NCc2ccc(C)cc2)CC1` gave mcGAS RapidFire -12.
For O=C1NCC2(CCCN(C(=O)c3ccc(Oc4ccccc4)o3)CC2)O1 (stereo not given) the results were mcGAS RapidFire -18.
Screening CCCc1cc(=O)[nH]c(-n2nc(C)cc2N)n1 returned mcGAS RapidFire 9.
`COc1ncc(C(=O)N2CCC3(CCNCC3)CC2)cn1` gave mcGAS RapidFire -11.
For CC(C)C(NCc1ccc(CO)o1)C(=O)N1CCOCC1 (stereo not given) the results were mcGAS RapidFire -11.
Screening C=CCN(CCSc1ccccc1)C(=O)C1CCCN(C(N)=O)C1 (stereo not given) returned mcGAS RapidFire -11.
For CCSc1nnc2nc(C)cc(C)n12 the results were mcGAS RapidFire 5.
Screening CCc1ccc(S(=O)(=O)N2CCN(c3ccc(-c4cccnc4)nn3)CC2)s1 returned mcGAS RapidFire -2.
`Cc1ccc(NC(C)c2ccccc2Cl)cc1NS(C)(=O)=O` (stereo not given) gave mcGAS RapidFire -15.

Of the compounds above, twelve have an NH in an aromatic ring.
Screening COC(=O)[C@@H]1C[C@H](NC(=O)c2ccc(-c3ccccc3)[nH]2)CN1C returned mcGAS RapidFire -22.
COC(=O)c1c(CN2CCCC(C(F)(F)F)C2)[nH]c2ncccc12 (stereo not given) was read as mcGAS RapidFire 0.
Screening Cc1ccc2nc(CN(C)C(=O)c3cc(CC(C)C)on3)[nH]c2c1 returned mcGAS RapidFire -4.
`C=CCN(C(=O)CCc1c(C)nc(C)[nH]c1=O)c1nc2ccccc2s1` gave mcGAS RapidFire 1.
For COc1cccc(CNc2ncn[nH]2)c1OCc1ccc(Cl)cc1 the results were mcGAS RapidFire -25.
For Cc1[nH]c(=O)ccc1C(=O)NCC(C)(C)c1cccc(F)c1 the results were mcGAS RapidFire -17.
`CCn1ccnc1Cc1nc2ccc(C)cc2c(=O)[nH]1` gave mcGAS RapidFire -12.
CN1CCN(C(=O)c2cc(N)cc3[nH]ncc23)CC1 was read as mcGAS RapidFire -1.
For C=CCn1c(-c2ccncc2)n[nH]c1=S the results were mcGAS RapidFire -2.
Screening COc1ccc(OC)c(C2CCN(c3ncnc4[nH]ccc34)C2)c1 (stereo not given) returned mcGAS RapidFire 6.
`Cc1ccc2[nH]c(C(=O)O)c(CN3CCC(N4CCCC4=O)CC3)c2c1` gave mcGAS RapidFire 6.
Screening CCCc1cc(=O)[nH]c(-n2nc(C)cc2N)n1 returned mcGAS RapidFire 9.

The list is partial; count on the stated rates, not on these rows.
